# CAL PDZ FP-1: human CAL PDZ-peptide interaction inhibition | AID 504414 | inhibition, % at 20 µM | Q9HD26 | hit rate 0.02% among 330,000 | purified CAL PDZ, TMR-peptide fluorescence polarization, 1 h;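 active = highest replicate inhibition of at least 40%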;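 also: plate controls were DMSO neutral control wells for no effect and unlabeled competitor peptide control wells for full effect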
#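 material = purified tagged CAL PDZ domain construct (CerCALP) | buffer or medium = sodium phosphate/NaCl buffer pH 7.4 with TCEP, IgG, Thesit | reagent = TMR-labelled reporter peptide T*-PRC34 bound in PDZ groove | incubation = 1 h room-temperature incubation prior to read | measured by = fluorescence polarization (mP) | evaluation = percent inhibition from loss of millipolarization | control set = unlabelled peptide and DMSO controls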
# NSD2 HMT inh: blocks human histone methyltransferase NSD2. inhibition, % at 12.5 µM. NSD2 peptide methylation, AlphaScreen, 120 min. hit rate 0.54% among 310,000. O96028; in the data active = inhibition above about 50%
# SR-BI HDL uptake: blocks mouse SR-BI lipid uptake from DiI-HDL; Q61009; ldlA[mSR-BI] CHO cells, DiI-HDL uptake fluorescence, 3 h; inhibition, % at 12.5 µM; hit rate 0.96% among 320,000; AID 488896;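 active = mean replicate inhibition of at least 70% and a set share of replicates each scoring 70 or more; inconclusive = meets just one of the two criteria; inactive = fails both criteria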;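 also: 0% = median of neutral control wells and 100% = median of positive control wells; values of inactives mirror those of a sister screen read the other way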
# Target sequence (Q61009 whole entry, looked up): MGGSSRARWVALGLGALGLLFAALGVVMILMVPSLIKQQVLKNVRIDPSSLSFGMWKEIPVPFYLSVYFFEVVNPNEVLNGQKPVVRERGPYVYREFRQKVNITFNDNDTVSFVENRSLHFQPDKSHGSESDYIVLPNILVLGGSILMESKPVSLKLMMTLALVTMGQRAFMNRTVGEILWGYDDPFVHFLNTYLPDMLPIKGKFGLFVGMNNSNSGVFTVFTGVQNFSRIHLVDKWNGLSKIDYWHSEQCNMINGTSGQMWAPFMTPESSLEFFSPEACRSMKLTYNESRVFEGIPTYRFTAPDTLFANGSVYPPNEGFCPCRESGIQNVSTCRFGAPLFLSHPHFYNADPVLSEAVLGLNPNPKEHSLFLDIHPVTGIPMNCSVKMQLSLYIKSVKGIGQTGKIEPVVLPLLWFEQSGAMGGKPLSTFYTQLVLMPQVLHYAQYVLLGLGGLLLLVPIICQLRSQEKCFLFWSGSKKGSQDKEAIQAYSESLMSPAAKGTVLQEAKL
# PfHsp90 set2: reduces growth (ATP signal) of yeast expressing P. falciparum Hsp90 | S. cerevisiae expressing PfHsp90, BacTiter-Glo ATP, 48 h; yeast lacking PDR1 and PDR3 efflux regulators | inhibition, % at 9.4 µM | hit rate 0.32% among 310,000 | AID 504621;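 active = every replicate shows inhibition above about 80%, whatever the replicate mean, limit read from the data; inconclusive = mean inhibition reaches the set limit but some replicate falls short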;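 also: 0% = DMSO neutral controls and 100% = 20 µM radicicol positive controls; yeast relying on Plasmodium falciparum Hsp90 in place of its own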
# MITF TRPM1 HTS: MITF TRPM1 promoter activation in melanoma cells. hit rate 0.75% among 300,000. SK-MEL-5 TRPM1-promoter luciferase, 24 h; % of positive control, neutral wells = 0. activation, % at 12.5 µM. AID 588334;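 active = mean activation of at least 80% with every replicate also reaching 80%; inconclusive = mean reaches 80% but some replicate falls short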;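 also: 0% = neutral control wells and 100% = parthenolide positive control wells; values of inactives mirror those of a sister screen read the other way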
# PvdQ inh: P. aeruginosa PvdQ acylase inhibition; hit rate 0.063% among 340,000; purified PvdQ acylase, fluorescence plate reader; inhibition, % at 10 µM; in the data active = inhibition above about 30%, passing the limit was not always enough; inconclusive = no clear call, values can overlap the other calls;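 also: 0% = vehicle neutral wells and 100% = reference inhibitor wells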
# SR-BI DiI-HDL act: activators of SR-BI mediated HDL lipid uptake | AID 504775 | CHO ldlA[mSR-BI] cells, DiI-HDL uptake fluorescence, 3 h; 100 = double the neutral-control signal | activation, % at 12.5 µM | hit rate 0.096% among 320,000;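 active = mean replicate activation of at least 60% and every replicate at or above 60%; inconclusive = mean or all-replicate condition met, but not both; inactive = mean below 60% and not all replicates reaching 60%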;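 also: 0% = median plate neutral-control signal and 100% = twice that signal; values of inactives mirror those of a sister screen read the other way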
#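 Material: SR-BI-overexpressing, LDLR-lacking CHO cells; schedule: compound exposure 3 h, 37 °C; reagent: DiI-labelled HDL at 10 µg/mL final; technique: bottom-read fluorescence, 550/595 nm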
# dFosB activator: activators of mouse delta FosB homodimer | P13346 | purified delta FosB, TAMRA-CDK5 oligo fluorescence polarization; percent of positive-control signal above neutral wells | activation, % at 25 µM | hit rate 0.99% among 340,000 | AID 493131;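 active = mean activation above about 17%, with every replicate also reaching it, limit read from the data, passing the limit was not always enough; inconclusive = only one of the two conditions met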;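 also: fluorescence polarization rise as delta FosB binds a TAMRA Cdk5 AP-1 oligo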
# Target sequence (P13346 whole entry, looked up): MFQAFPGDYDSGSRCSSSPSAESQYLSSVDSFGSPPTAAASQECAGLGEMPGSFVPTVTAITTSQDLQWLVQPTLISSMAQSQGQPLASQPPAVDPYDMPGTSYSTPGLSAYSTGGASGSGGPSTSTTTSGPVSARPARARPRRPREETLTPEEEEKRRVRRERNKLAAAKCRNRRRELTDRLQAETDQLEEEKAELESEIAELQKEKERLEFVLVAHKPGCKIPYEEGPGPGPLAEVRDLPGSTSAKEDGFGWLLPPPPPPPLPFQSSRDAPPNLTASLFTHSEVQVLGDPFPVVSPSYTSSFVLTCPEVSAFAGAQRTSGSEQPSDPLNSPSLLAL
# CAL PDZ FP-2: inhibitors of human CAL PDZ peptide binding; hit rate 0.92% among 300,000; AID 602252; inhibition, % at 24.9 µM; purified CAL PDZ, TMR-peptide fluorescence polarization, 1 h; Q9HD26;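 active = mean inhibition of at least 30% with at least half of replicates also reaching 30%; inconclusive = no clear call, values can overlap the other calls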;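 also: 0% = DMSO neutral control and 100% = excess unlabeled competitor peptide PRC23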
# Rtt109 HAT inh: blocks Candida albicans Rtt109/Vps75 acetyltransferase activity; Q5AAJ8; purified Rtt109/Vps75, ThioGlo CoA-SH fluorescence, 4 h; inhibition, % at 34.9 µM; hit rate 0.16% among 330,000; AID 540336;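 active = inhibition of at least 50% in every replicate; inconclusive = best replicate reaches 50% inhibition but some replicates fall short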
# Active calls of the source: *; ? = inconclusive; / = not tested or not shown.
entry	smiles	CAL PDZ FP-1	NSD2 HMT inh	SR-BI HDL uptake	PfHsp90 set2	MITF TRPM1 HTS
1	CC(NC(=O)COC(=O)C1CC1C)c1cccc(Cl)c1 (stereo unspecified)	1.4	-1	-5	-12	-5
2	O=C(CSc1nc2scc(-c3cccs3)c2c(=O)n1CCc1ccccc1)N1CCCC1	-0.2	/	/	14	4
3	O=C(NCc1ccccc1F)C1CCN(C(=O)c2sccc2-n2cccc2)CC1	-0.4	5	69	-3	-4
4	CCc1ccccc1NC(=O)CSc1nnc([C@@H](N)Cc2ccccc2)o1	-2.3	-2	4	/	/
5	Cc1cc(N2CCOCC2)nc(SCc2ccc(Cl)cc2Cl)n1	-0.2	/	7	16	19
6	Cc1ccc(-c2nc3ccccc3nc2Cl)cc1	-0.2	-4	-16	-18	13
7	Cc1cccc(C)c1-n1nnnc1SCSc1nnnn1-c1c(C)cccc1C	-1.7	-6	-1	-13	-8
8	COc1ccccc1CCNC(=O)C(C)n1nc(C)c2c(C)n(-c3ccccc3)nc2c1=O (stereo unspecified)	-0.3	-2	14	-3	-18
9	CC(C)CC(=O)NC(=S)Nc1ccc(N2CCOCC2)c(Cl)c1	-0.4	-2	19	-7	-7
10	COc1cccc(NC(=O)N2CCCC2C(=O)NC2CC2)c1 (stereo unspecified)	-0.9	-5	-5	12	/
11	CN(C)S(=O)(=O)c1cccc(C(=O)OCC(=O)Nc2ccc3c(c2)OCCO3)c1	-1.0	0	1	-10	-5
12	O=C(Cn1nnc2ccccc2c1=O)NC1CCCCC1	-2.1	2	-32	8	48

entry	PvdQ inh	SR-BI DiI-HDL act	dFosB activator	CAL PDZ FP-2	Rtt109 HAT inh
1	-10	5	-2	-2	-23
2	-13	/	-5	12	8
3	8	-69	1	5	-4
4	-16	-4	-4	3	/
5	-18	-7	-14	-5	-6
6	-12	16	4	-7	-3
7	-4	1	-8	/	-7
8	-7	-14	-5	/	2
9	-5	-19	-9	-3	-1
10	6	5	2	-14	-3
11	5	-1	-3	3	-1
12	-12	32	3	-1	-12

# Going on with the list.
entry	smiles	CAL PDZ FP-1	NSD2 HMT inh	SR-BI HDL uptake	PfHsp90 set2	MITF TRPM1 HTS
13	COc1ccc(/C(O)=C/C(=O)C(=O)NNC(=O)c2ccccc2)cc1	0.4	2	20	22	-1
14	CCn1c2ccccc2c2cc(/C=N/NC(=O)c3cccc(C)c3)ccc21	-0.6	1	15	-20	-7
15	N#C/C(=C/c1ccc(-c2ccccc2)o1)c1nc(-c2cccs2)cs1	-0.1	-1	47	3	-9
16	COc1ccc(CNC(=O)COc2cc(=O)n(C)c3ccccc23)cc1	-1.2	-1	-18	-7	-12
17	O=C1C(Cl)=C(NCC2CCCO2)C(=O)N1CCc1ccccc1 (stereo unspecified)	-0.8	-14	-37	/	78
18	Cc1cc(C)n2nc(SCC(=O)N/N=C/c3ccc(F)cc3)nc2n1	-0.5	0	11	8	5
19	CCCCCOC(=O)Cn1c(=O)c2c(nc(N3CCOCC3)n2C)n(C)c1=O	0.1	-3	-27	16	5
20	COc1cc2nc(CN(C)CC(=O)Nc3ccc(N4CCOCC4)cc3)[nH]c(=O)c2cc1OC	-1.6	-2	15	-1	8
21	CCOC(=O)C1=C(CC)Nc2ccccc2N=C1NC(=O)Nc1ccc(Cl)c(Cl)c1	-0.7	-1	-17	104*	-1
22	CC(=O)Nc1ccc(S(=O)(=O)NC(C)c2ccccc2)cc1 (stereo unspecified)	2.7	-1	-11	8	-6
23	Nc1nc2c(s1)C(=O)CCC2	-0.3	0	/	4	6
24	O=C(COC(=O)c1cccc(F)c1)NC(=O)NC1CCCC1	-0.7	-1	-37	6	-8

entry	PvdQ inh	SR-BI DiI-HDL act	dFosB activator	CAL PDZ FP-2	Rtt109 HAT inh
13	-4	-20	-7	-4	-24
14	-6	-15	-3	-8	-3
15	0	-47	1	-1	-2
16	-4	18	-9	-5	7
17	5	37	-2	/	-4
18	10	-11	-7	0	18
19	-10	27	-3	0	-10
20	-7	-15	-17	/	9
21	-21	17	-8	-5	-5
22	5	11	-7	-4	13
23	-12	/	-6	1	-7
24	-3	37	-1	/	3

# 4 compounds already listed, arranged by SMILES length, rising:
entry	smiles	CAL PDZ FP-1	NSD2 HMT inh	SR-BI HDL uptake	PfHsp90 set2	MITF TRPM1 HTS
17	O=C1C(Cl)=C(NCC2CCCO2)C(=O)N1CCc1ccccc1 (stereo unspecified)	-0.8	-14	-37	/	78
14	CCn1c2ccccc2c2cc(/C=N/NC(=O)c3cccc(C)c3)ccc21	-0.6	1	15	-20	-7
19	CCCCCOC(=O)Cn1c(=O)c2c(nc(N3CCOCC3)n2C)n(C)c1=O	0.1	-3	-27	16	5
21	CCOC(=O)C1=C(CC)Nc2ccccc2N=C1NC(=O)Nc1ccc(Cl)c(Cl)c1	-0.7	-1	-17	104*	-1

entry	PvdQ inh	SR-BI DiI-HDL act	dFosB activator	CAL PDZ FP-2	Rtt109 HAT inh
17	5	37	-2	/	-4
14	-6	-15	-3	-8	-3
19	-10	27	-3	0	-10
21	-21	17	-8	-5	-5

# (more compounds)
entry	smiles	CAL PDZ FP-1	NSD2 HMT inh	SR-BI HDL uptake	PfHsp90 set2	MITF TRPM1 HTS
25	CC1CC(C)CN(S(=O)(=O)c2cc(C(=O)O)c(Cl)s2)C1 (stereo unspecified)	-0.7	5	-12	-29	-5
26	CN(C)CCN(Cc1ccco1)C(=O)c1cc2c(Cl)nc3ccccc3c2s1	-5.6	10	-23	8	12
27	O=C(CN1C(=O)NC2(CCc3ccccc32)C1=O)c1ccc(F)cc1 (stereo unspecified)	-0.6	0	2	-3	5
28	Cn1c(SC(C(=O)Nc2ccc(F)cc2)c2ccccc2)nc2ccccc21 (stereo unspecified)	-4.4	1	6	13	0
29	O=C(N/N=C/C=C\c1ccco1)c1ccccn1	0.5	-3	/	-5	32
30	C/C(=N\NC(=O)CO/N=C(\C)c1cccs1)c1ccc(N)cc1	0.5	0	-9	20	-8
31	Cc1ccc(C(=O)OCC(=O)N(C)C2CCS(=O)(=O)C2)cc1S(=O)(=O)N1CCCCC1 (stereo unspecified)	-1.4	-2	0	24	-5
32	CC(=O)C(Cc1cccc(F)c1)(Cc1cccc(F)c1)C(C)=O	-1.1	-5	3	-47	16
33	Cc1n(N)c2ccccc2[n+]1CC(=O)c1ccccc1	-1.7	-6	-3	-1	-9
34	O=C(Nc1ccc(NC(=O)C2CCCCC2)nc1)c1ccccn1	-2.0	-2	18	/	94*
35	COc1ccc2nc(SCC(=O)NC3CCCc4ccccc43)[nH]c2c1 (stereo unspecified)	-1.3	15	10	15	-19
36	COc1ccc(NC(=O)C(=O)NNC(=O)C(C)Oc2ccc(Cl)cc2Cl)cc1 (stereo unspecified)	0.3	1	11	-8	2

entry	PvdQ inh	SR-BI DiI-HDL act	dFosB activator	CAL PDZ FP-2	Rtt109 HAT inh
25	-9	12	-1	-2	5
26	-5	23	-28	7	-5
27	-22	-2	-3	-3	-2
28	-14	-6	4	-2	-15
29	-10	/	-11	-3	-1
30	-12	9	1	-2	2
31	-8	0	-13	-4	-8
32	-8	-3	-2	/	-1
33	0	3	-9	-5	-3
34	11	-18	-2	-7	7
35	10	-10	11	-4	-16
36	7	-11	?	0	0

# The listing continues.
entry	smiles	CAL PDZ FP-1	NSD2 HMT inh	SR-BI HDL uptake	PfHsp90 set2	MITF TRPM1 HTS
37	Cc1ccc(C)c(N2CCN(C3CCCCC3NS(=O)(=O)c3ccccc3)CC2)c1 (stereo unspecified)	-2.0	1	28	4	-7
38	CC1CCCCN1CC(=O)Nc1ccc(Oc2ccccc2)cc1 (stereo unspecified)	-2.5	-10	-16	-7	0
39	COc1ccccc1CNS(=O)(=O)c1ccc2c(c1)NC(=O)CS2	-1.3	5	3	-1	-14
40	CCOC(=O)c1c(NC(=O)COC(=O)CNC(=O)c2ccco2)sc(C(C)=O)c1C	-1.3	1	34	-11	3
41	O=C(NCC1COc2ccccc2O1)c1c[nH]c2ccc(S(=O)(=O)N3CCOCC3)cc2c1=O (stereo unspecified)	0.6	-1	-2	-10	4
42	COc1ccc(CCn2c(=N)c(C(=O)NCCN3CCOCC3)cc3c(=O)n4ccccc4nc32)cc1OC	-2.4	3	-6	1	23
43	Cc1cc(N2C(=O)C(O)=C(C(=O)c3ccco3)C2c2ccc(O)cc2)no1 (stereo unspecified)	-0.7	0	-5	-9	-2
44	Cc1ccc(NC(=O)c2nc[nH]c2C(=O)N[C@H](C)c2ccccc2)cc1	-1.8	/	-19	/	-3
45	CCn1cc(C(=O)NCC(=O)NCCCN2CCOCC2)c(=O)c2cc3c(cc21)OCO3	-2.0	/	6	16	-13
46	O=C(CNC(=O)C1CC1)Nc1ccc(F)c(F)c1F	1.0	-1	-3	/	4
47	COC(=O)C1=C(C)NC(=O)/C1=C\c1cc(C)n(-c2ccccc2)c1C	-0.5	-2	38	5	44
48	COc1cccc(CN2C(=O)CCC2(C)C(=O)NC2CCCC2)c1 (stereo unspecified)	0.5	0	12	16	3

entry	PvdQ inh	SR-BI DiI-HDL act	dFosB activator	CAL PDZ FP-2	Rtt109 HAT inh
37	4	-28	-9	-6	-9
38	-5	16	0	-2	9
39	-7	-3	-5	0	10
40	6	-34	-25	1	40
41	-10	2	2	-3	3
42	-7	6	-1	-4	8
43	-2	5	-4	-4	22
44	-4	19	-4	-2	-8
45	-11	-6	-8	0	6
46	-20	3	-2	/	4
47	-7	-38	-2	-1	-8
48	-9	-12	0	-2	-6

# Other compounds:
entry	smiles	CAL PDZ FP-1	NSD2 HMT inh	SR-BI HDL uptake	PfHsp90 set2	MITF TRPM1 HTS
49	O=C(O)CCCC(=O)Nc1cccc2cccnc12	-2.2	-3	-32	/	/
50	COc1cccc(/C=C2/C(=O)NN(c3ccc(Br)cc3)C2=O)c1O	0.1	6	3	12	10
51	CC1(C)Cc2c(cnn2-c2cccc(F)c2)C(NC(=O)c2ccc(=O)[nH]n2)C1 (stereo unspecified)	0.2	-1	-14	9	-2
52	CCOC(=O)COc1ccc2c(c1)C(=O)CC1(CCN(C(C)=O)CC1)O2	-2.4	0	-6	17	-1

entry	PvdQ inh	SR-BI DiI-HDL act	dFosB activator	CAL PDZ FP-2	Rtt109 HAT inh
49	-2	32	1	4	-3
50	-11	-3	-6	-1	-3
51	6	14	-10	-8	-2
52	0	6	-6	/	-5

# Screens (PubChem BioAssay)
